Furin inh: human furin inhibition. 220,000 tested, 0.061% active. inhibition, % at 30 µM. purified furin, fluorogenic substrate cleavage. P09958. AID 463115; in the data active = inhibition above about 25%; note: inactives centre near -15
FXIa inh 1536: factor XIa (human) inhibition; P03951; purified FXIa, Boc-Glu-Ala-Arg-AMC fluorogenic substrate; inhibition, % at 5 µM; 220,000 tested, 0.14% active;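 active = inhibition of at least 40%; inactive = inhibition below 40%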;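 note: fluorescence of freed AMC excited at 355 nm; 0% = enzyme without compound and 100% = no enzyme blank; many of its hits are not listed in these tables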
Target sequence (P03951 19-387 limits assumed): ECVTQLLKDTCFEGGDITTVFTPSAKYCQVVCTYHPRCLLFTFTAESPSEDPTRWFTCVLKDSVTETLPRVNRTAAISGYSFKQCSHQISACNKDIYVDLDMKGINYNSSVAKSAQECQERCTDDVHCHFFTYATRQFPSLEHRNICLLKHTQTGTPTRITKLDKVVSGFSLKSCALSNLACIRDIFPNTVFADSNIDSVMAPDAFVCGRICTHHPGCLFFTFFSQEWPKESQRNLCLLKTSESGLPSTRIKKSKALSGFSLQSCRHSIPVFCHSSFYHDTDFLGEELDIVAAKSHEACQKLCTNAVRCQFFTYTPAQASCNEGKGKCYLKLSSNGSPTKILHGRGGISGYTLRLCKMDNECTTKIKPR
Target sequence (P03951 388-625 limits assumed): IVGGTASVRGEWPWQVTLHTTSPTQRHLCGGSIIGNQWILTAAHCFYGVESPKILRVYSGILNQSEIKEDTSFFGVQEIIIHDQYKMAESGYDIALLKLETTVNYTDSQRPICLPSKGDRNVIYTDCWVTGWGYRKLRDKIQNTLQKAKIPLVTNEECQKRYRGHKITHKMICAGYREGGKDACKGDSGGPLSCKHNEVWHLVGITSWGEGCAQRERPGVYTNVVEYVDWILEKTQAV
FXIIa inh: factor XIIa (human) inhibition. P00748. purified FXIIa, Boc-QGR-AMC fluorogenic substrate, 2 h. inhibition, % at 5 µM. 220,000 tested, 0.3% active. AID 800; in the data active = inhibition above about 40%;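 note: 0% = enzyme with no compound and 100% = blank without enzyme; many of its hits are not listed in these tables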
Cl transport mod: modulators of human KCC2 chloride dependent transport; KCC2 cells, thallium flux FluoZin-2 fluorescence; AID 1456; B-score of Tl+ flux slope (higher = more flux/activation; lower = inhibition) at 10 µM; 190,000 tested, 2.2% active;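 active = thallium flux slope and its plate-corrected score both differing from the plate sample mean at a set confidence after two filtering rounds, in either direction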;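 note: slope of fluorescence scaled to starting intensity during 10 to 20 s after thallium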
PERK inhibitor: human PERK inhibition, primary cell-based screen | Q9NZJ5 | CHO PERK-DD fusion, SEAP luminescence translation reporter | AID 1416 | inhibition, % at 5.6 µM | 220,000 tested, 0.17% active;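 active = inhibition above the mean inhibition of all tested compounds plus 3 SD, set separately per screening campaign, cut at about 2.9% in these data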;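 note: PERK kinase domain activated by AP20187 dimerizer at 100 nM; 0% = DMSO with dimerizer and 100% = rapamycin at 8.4 µM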
Calpain2 inh: calpain II (pig) inhibition; purified calpain II, fluorogenic peptide substrate, 30 min; inhibition, % at 16 µM; 220,000 tested, 0.37% active;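 active = inhibition above about 50%, limit read from the data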
Rad51 HR inh: blocks human Rad51 in homologous recombination | Q06609 | hRad51 DNA strand exchange, fluorescence dequenching | inhibition, % at 10 µM | 200,000 tested, 0.085% active;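 active = inhibition above 40% at the single screening dose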;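 note: 0% = DMSO control wells and 100% = blanks with heterologous ssDNA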
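Material: human Rad51–ssDNA filaments; Probe or stimulus: labelled 47-mer dsDNA for strand exchange; Doses: single 10 µM dose; Incubation: 37 °C 15-min filament assembly, 30-min compound preincubation, 15-min exchange; Technique: FRET fluorescence dequenching, excitation 485 nm, emission 520 nm; Measure: Fluorescence-based percent inhibition, control- and blank-normalised; Benchmarks: plate control and blank wells.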
hK5 inh: inhibitors of human kallikrein 5. Q9Y337. recombinant hK5, fluorogenic AMC substrate cleavage. inhibition, % at 5 µM. 210,000 tested, 0.59% active;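 active = inhibition of 40% or more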;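 note: 0% = enzyme controls without compound and 100% = no-enzyme blanks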
Target sequence (Q9Y337 67-293 limits assumed): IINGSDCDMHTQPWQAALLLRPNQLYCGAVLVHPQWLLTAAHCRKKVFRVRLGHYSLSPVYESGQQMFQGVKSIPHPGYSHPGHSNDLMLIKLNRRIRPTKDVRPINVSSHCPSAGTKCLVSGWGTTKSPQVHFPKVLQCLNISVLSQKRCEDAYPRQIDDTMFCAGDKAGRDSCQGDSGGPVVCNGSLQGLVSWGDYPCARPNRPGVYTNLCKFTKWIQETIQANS
Thrombin inh: blocks human thrombin protease activity; 220,000 tested, 0.26% active; alpha-thrombin, Boc-VPR-AMC fluorogenic substrate cleavage; AID 1046; inhibition, % at 5 µM; P00734;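 active = inhibition at or above 40%; inactive = inhibition below 40%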;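 note: 0% = enzyme with no compound and 100% = wells without enzyme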
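System: Human alpha-thrombin protein | Medium: pH 7.5 Tris (50 mM) with NaCl 150 mM, Tween 20 0.05% | Times: Enzyme reaction carried out at room temperature | Detection: AMC fluorescence, 355/460 nm | Evaluation: Percent inhibition scaled between no-compound controls and no-enzyme blanks | Benchmarks: Enzyme without compound as high, wells lacking enzyme as low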
Numbers without * were called inactive; i = inactive; x = no result given; [ ] = dose if it differs, or a comment.

SMILES	Furin inh	FXIa inh 1536	FXIIa inh	Cl transport mod	PERK inhibitor	Calpain2 inh	Rad51 HR inh	hK5 inh	Thrombin inh
CC(=O)C1=C(O)C(=O)N(CCc2c[nH]c3ccccc23)C1c1ccc(O)cc1 (centres undefined)	-16	-3	7	x	0.7	-41	-15	-7	-3
c1ccc(-c2nc(N3CCN(c4ccccc4)CC3)nc(-n3ccnc3)n2)cc1	-22	-2	4	-0.83	-0.6	18	-1	4	-6
O=C(Oc1ccc(-c2nccc(-c3ccccn3)n2)cc1)c1cccc(C(F)(F)F)c1	-14[20 µM]	0	10	0.76	-0.8	-10	1	3	-1
CC(C)C(NC(=O)CN(c1cccc(F)c1)S(C)(=O)=O)C(C)C	-9[20 µM]	-7	-3	0.81	0.1	-16	-6	-6	-6
CC(C)C(NS(=O)(=O)c1cccc2nsnc12)C(=O)N1CCn2c1nc1ccccc12 (centres undefined)	-31	5	14	0.11	-0.1	-30	7	-26	-5
Cn1c(=O)c2[nH]c(N3CCN(c4cccc(O)c4)CC3)nc2n(C)c1=O	-23	0	9	-0.34	0.2	-24	10	x	2
CCN(C(=O)COC(=O)c1cc(-c2ccc3cc(OC)ccc3c2)nc2ccccc12)C1CCS(=O)(=O)C1 (centres undefined)	-9	0	-2	0.04	-0.1	-436	-8	-9	-7
CCOC(=O)c1ccccc1Nc1cc(C)nc2nc(C)nn12	-15	-7	5	0.68	-0.1	-14	-2	-10	-10
Cc1ccc(C(=O)Nc2ccc3c(c2)OCO3)cc1S(=O)(=O)N1CCCCC1	-7[20 µM]	1	15	-1	-0.2	-7	-3	-1	5
CC1=[N+]([O-])C(C)(C)C(C)N(O)C1=O (centres undefined)	-11	-14	5	0.27	1.2	-35	-6	-5	-3
c1cncc(-c2nnc(SCc3nc4ccccc4[nH]3)o2)c1	4[20 µM]	2	7	0.94	0.8	-37	-8	0	-5
O=C(/C=C/c1ccccc1)OCCCCN=C1NS(=O)(=O)c2ccccc21	-11	0	3	-1.5	-0.2	-5	8	-2	x
CC(NC(=O)c1ccco1)C(c1cccs1)N1CCN(c2ccc(F)cc2)CC1 (centres undefined)	-40[20 µM]	10	20	0.39	-1.1	-2	-1	-10	1
COc1ccc(CNC(=O)c2cc(-c3ccccc3OC)on2)cc1	-30	-5	-3	x	-0.1	-15	-7	-1	-4
Nc1nnc(Cc2cccc(Br)c2)s1	-9	-5	1	0.26	0.2	17	x	-5	-10
COC(=O)[C@@]1(Cc2ccc(OC)cc2)[C@@H]2C(=CC(=O)[C@H]2CC(=O)C(=O)N2CCCC2)CN1C(=O)c1ccccc1	-17	6	16	-0.86	-0.9	-76	-12	-7	4
Cc1onc(-c2c(F)cccc2Cl)c1C(=O)NCc1ccccn1	-22	-2	13	-4.9*	0.3	-9	-13	-16	-4
C=CCOn1c(C)c(C(C)=O)c2c3nonc3ccc21	-7[20 µM]	-3	0	-0.6	0.9	-106	4	-5	-3
CN(C)c1ccc(N=C/C=C2\N(C)c3ccccc3C2(C)C)cc1	2[20 µM]	5	11	-1.2	-0.9	44	x	5	7
Cc1ccnc2nc(C(=O)OCCOc3ccc(Cl)cc3)nn12	-31	-3	2	-1.4	1.1	-6	18	-5	-8
CN1CCC(N(C)C(=O)CNC(=O)c2ccc(C(C)(C)C)cc2)CC1	-25	-7	6	1	0.1	11	4	-1	-21
O=C(NNC(=O)c1ccccc1[N+](=O)[O-])c1cnccn1	-1[20 µM]	15	20	-0.23	0.6	12	2	1	-5
COc1ccc(CN2C(=O)NC3(CCOc4ccccc43)C2=O)cc1F (centres undefined)	-21	2	11	-1.2	0.0	-12	-6	1	-5
O=C1Oc2ccccc2C2(O)C3CCCCCC3C12 (centres undefined)	-16[20 µM]	-4	2	x	1.3	-27	x	3	-2
Cc1ccc(S(=O)(=O)Oc2ccc(/C=N/NC(=O)c3nn(C)cc3[N+](=O)[O-])cc2)cc1	-17	4	10	0.088	0.8	-43	-4	-10	-6
CSc1cccc(NC(N)=S)c1	-38	9	7	-0.3	1.8	3	-2	7	1
O=C(NC(=S)NCc1ccncc1)c1ccccc1	-19	-1	3	0.089	1.3	-7	-6	-2	-3
COc1ccccc1/C=N/Nc1nncc2ccccc12	-11	-15	4	-1.3	0.5	1	3	-5	4
c1ccc(NC2=NCCCCS2)cc1	-12[20 µM]	9	18	x	0.4	-16	-6	-13	-5
CC(=O)Nc1cccc(-c2nnc(SCC(=O)n3c4c(c5ccccc53)CCCC4)n2C)c1	-12[20 µM]	-6	3	-2.4	0.5	-30	-5	-5	-2
COc1ccc2c(c1)[nH]c1c(=O)n(CCCn3ccnc3)cnc12	-20[20 µM]	4	16	0.013	0.1	-2	-5	3	3
COc1cc(/C=N/NC(=O)c2cnccn2)ccc1O	-13	6	4	0.49	0.7	5	5	-6	-6
CCOC(=O)c1sc(NC(=O)CSc2nnc(C)s2)c(C(=O)OCC)c1C	-7	-2	11	-2.1	-0.6	34	20	-5	6
OCCCN=c1cc(-c2ccccc2)oc2ccc(Cl)cc12	-16[20 µM]	1	17	x	-0.6	2	-9	-3	25
Cn1c(=O)c(/C=C/c2ccccc2)nc2ccccc21	-16	-11	-7	-0.8	-1.6	-334	-3	-14	-8
Cn1c(Cn2c(=O)sc3ccccc32)nnc1SCC(=O)NCc1ccc2c(c1)OCO2	-21	7	13	0.8	0.8	19	x	-3	2
COC(=O)C(Cc1ccccc1)NC(=O)CSc1nc(C)cc(=O)[nH]1 (centres undefined)	-41	5	13	0.34	1.0	-1	-1	-6	-2
CCOCCCNC(=O)c1ccc(N(C)S(=O)(=O)c2ccc(OC)cc2)cc1	-18[20 µM]	16	15	-0.67	-0.3	14	-13	-29	-18
O=C(COC(=O)Cc1ccsc1)NCc1ccc(Cl)cc1	-17	1	5	-0.51	1.1	-10	2	-7	-6
O=C(C1=C[C@H](c2coc3ccccc3c2=O)C[C@H](OCc2ccc(CO)cc2)O1)N1CCN(Cc2ccccc2)CC1	-22	1	6	0.15	1.0	17	-3	0	1
CCC/C=N/NC(=O)c1ccc(F)cc1	-20	11	11	-0.015	0.0	-11	8	9	-2
CC(C)CCOc1ccc(C(=O)O)cc1	-18	20	17	0.062	0.7	0	-5	7	2
CC(=O)/C(C#N)=C1\NC(=O)C(Cc2ccccc2Cl)S1 (centres undefined)	-15	4	11	0.66	0.7	-9	x	2	-3
O=C(Nc1ccc2c(c1)OCO2)c1cnn2c1NC(c1ccco1)CC2C(F)(F)F (centres undefined)	-23	2	0	0.0044	0.3	31	-5	6	4
CSc1n[nH]c(NCc2cccs2)n1	-21[20 µM]	-13	5	0.19	0.6	-34	1	-26	-4
CC(=O)c1ccc(COC(=O)c2ccccc2NC(=O)C(C)C)cc1	1	6	3	-0.013	-0.1	12	-6	-5	10
COc1cc(C(=O)NCC(c2ccccc2)N(C)C)ccc1OCC(=O)N1CCOCC1 (centres undefined)	-13	-8	4	0.57	0.2	-5	-6	-7	-2
Cn1c(=O)c2cc(S(=O)(=O)NC(Cc3ccccc3)C(=O)NCC3CCCO3)ccc2n(C)c1=O (centres undefined)	-8	1	9	1.7	0.6	15	7	3	3

5 entries drawn at random from those above:
SMILES	Furin inh	FXIa inh 1536	FXIIa inh	Cl transport mod	PERK inhibitor	Calpain2 inh	Rad51 HR inh	hK5 inh	Thrombin inh
COc1ccccc1/C=N/Nc1nncc2ccccc12	-11	-15	4	-1.3	0.5	1	3	-5	4
c1ccc(NC2=NCCCCS2)cc1	-12[20 µM]	9	18	x	0.4	-16	-6	-13	-5
CC(C)CCOc1ccc(C(=O)O)cc1	-18	20	17	0.062	0.7	0	-5	7	2
c1ccc(-c2nc(N3CCN(c4ccccc4)CC3)nc(-n3ccnc3)n2)cc1	-22	-2	4	-0.83	-0.6	18	-1	4	-6
COc1cc(C(=O)NCC(c2ccccc2)N(C)C)ccc1OCC(=O)N1CCOCC1 (centres undefined)	-13	-8	4	0.57	0.2	-5	-6	-7	-2

Continued:
SMILES	Furin inh	FXIa inh 1536	FXIIa inh	Cl transport mod	PERK inhibitor	Calpain2 inh	Rad51 HR inh	hK5 inh	Thrombin inh
Cc1occc1C(=O)Nc1ccc(Br)cc1F	-8[20 µM]	-11	-9	x	-1.6	20	9	5	-1
Cc1cccc(N2CCN(C(=S)Nc3ccc4nc5n(c(=O)c4c3)CCCCC5)CC2)c1C	-21	2	9	0.39	1.3	-118	26	2	2
CC(NC(=O)C12CC3CC(CC(C3)C1)C2)C(=O)N/N=C/C1=C(N2CCOCC2)C(=C\c2cccc([N+](=O)[O-])c2)/CC1 (centres undefined)	4	9	10	1.9	0.1	-111	13	-5	-3
Cc1ccc(NC(=O)COC(=O)c2cc(Cl)ccc2Cl)c(Br)c1	-26	1	6	0.38	1.7	-11	0	-21	-4
N#C/C(=C(/O)COC(=O)CSc1ccc2ccccc2c1)c1nc2ccccc2[nH]1	-8	1	9	0.28	0.6	-16	-17	-40	-15
C#CCNC(=O)C1=C[C@@H](C2CC2)C[C@@H](OCCCCO)O1	-30	-4	4	-0.014	x	-20	8	-2	-6
COc1ccc(Cc2noc(CN3CCCN(C4Cc5ccccc5C4)CC3)n2)cc1OC	-19	2	11	x	0.1	-7	x	x	5
CC(=O)N1CCN(c2nc(C)nc3sc4c(c23)CCC(C)C4)CC1 (centres undefined)	-4[20 µM]	2	11	-0.077	-0.3	-9	0	1	2
Cc1cc(C)cc(NC(=O)CCN2CCCC2)c1	-18	1	9	-0.05	-0.3	-25	0	5	-7
Cn1c(=O)c2cc(S(=O)(=O)N3CCC(c4ccccc4)CC3)ccc2n(C)c1=O	-26[20 µM]	-1	6	x	1.1	9	1	-1	-8
O=C(Nc1ccc2c(c1)OCCO2)c1ccc(Br)c(S(=O)(=O)N2CCOCC2)c1	-5	-5	7	x	-1.3	15	0	-9	6
Cc1ccc(-n2c(C)cc(C(=S)N3CCOCC3)c2C)cc1C	-8[20 µM]	2	13	0.63	0.3	13	2	12	-5
CC(C)CC(C(=O)O)N1C(=O)[C@@H]2[C@H](C1=O)[C@@H]1C[C@H]2C(Br)C1Br (some centres undefined)	-13	2	6	0.88	0.0	-2	5	-5	-6
Cc1c(Cc2ccccc2)c(=O)oc2cc(O)cc(O)c12	-29	17	11	-1.1	-0.3	i	-4	10	-4
Cc1ccc(/C=N/n2c(-c3cccnc3)n[nH]c2=S)s1	-14	-4	9	0.63	0.6	1	3	-2	-8
O=C(CNC(=O)c1ccc(S(=O)(=O)N2CCCC2)cc1)N/N=C/c1ccccc1Cl	6	-2	3	0.0082	-0.5	22	1	-28	-5
CCN(CCNC(=O)C1CCC(=O)N1Cc1ccc(C)cc1)c1ccccc1 (centres undefined)	-32	-1	8	-0.62	0.9	1	-4	6	1
COC(=O)c1c(-c2cccnc2)csc1NC(=O)c1cc(C)on1	-17[20 µM]	-6	0	-1.4	-1.4	-14	-19	-1	-9
Cc1cc(N2CCN(c3ccccc3)CC2)nc(-n2nc(C)cc2C)n1	-12	-8	-1	x	-2.0	-1	6	1	-5
Cc1ccc(-c2csc3ncn(Cc4ccc(C(=O)O)cc4)c(=O)c23)cc1C	-7	-6	1	-0.97	-1.6	-45	6	3	-2
Cc1ccc(-c2nc3ccccc3c(=O)n2-c2c(C)n(C)n(-c3ccccc3)c2=O)cc1	-21	-2	0	0.15	-0.8	-8	8	0	-3
CCOC(=O)N1CCN(C(=O)CNC(=O)Cn2cnc3ccccc3c2=O)CC1	-17	-5	7	0.22	-1.0	-13	5	-7	2

Bioassay records from PubChem.

Some of the compounds tested; the hit share may differ from the screen's.
